# RAM inhibit = blocks the yeast RAM network; S. cerevisiae dse1pr::URA3 reporter, 5-FOA growth OD615, 2 d; analog-sensitive cbk1-as2 kinase mutant strain; inhibition, % at 50 µM; actives 1.8% (n = 190,000); AID 868;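 active = inhibition above a set limit, 3 SD over mean compound inhibition, cut at about 8.4% in these data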;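 also: 0% = DMSO-only wells with no growth and 100% = 10 µM 1-NA-PP1 full growth; inhibition rescues growth on 5-FOA so higher OD means more RAM inhibition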
# TNAP inh hi DEA = TNAP (human) inhibition, high acceptor. P05186. purified TNAP, CDP-star luminescence, 1 M DEA. inhibition, % at 20 µM. actives 0.03% (n = 200,000). AID 1135;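 active = over 50% inhibition of tissue-nonspecific alkaline phosphatase at 20 µM in the single-dose screen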;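 also: plate controls were DMSO wells for no effect and EDTA-quenched wells as full inhibition for full effect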
# Target sequence (P05186 whole entry, looked up): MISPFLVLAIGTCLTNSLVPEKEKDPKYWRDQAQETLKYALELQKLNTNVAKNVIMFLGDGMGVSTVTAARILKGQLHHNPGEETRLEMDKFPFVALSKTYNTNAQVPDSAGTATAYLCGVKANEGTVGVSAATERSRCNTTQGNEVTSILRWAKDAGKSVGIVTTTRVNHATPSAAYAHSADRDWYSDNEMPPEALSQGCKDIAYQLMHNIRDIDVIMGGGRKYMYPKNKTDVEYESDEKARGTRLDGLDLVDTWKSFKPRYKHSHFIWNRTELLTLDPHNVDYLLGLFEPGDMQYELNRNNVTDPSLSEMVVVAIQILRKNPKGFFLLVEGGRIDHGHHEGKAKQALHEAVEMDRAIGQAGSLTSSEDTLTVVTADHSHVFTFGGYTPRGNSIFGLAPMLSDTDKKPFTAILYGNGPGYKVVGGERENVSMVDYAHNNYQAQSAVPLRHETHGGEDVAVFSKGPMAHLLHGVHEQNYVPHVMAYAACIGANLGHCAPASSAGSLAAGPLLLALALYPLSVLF
# PMI act hi M6P = activators of human phosphomannose isomerase at near-saturating mannose 6-phosphate | P34949 | coupled PMI enzyme assay, resazurin fluorescence, 20 min; stronger effect = higher value; 1 = untreated enzyme, 0 = substrate-free blank | activation factor at 20 µM | actives 0.34% (n = 190,000) | AID 1216;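 active = activation factor of 2 or more at 20 µM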
#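 assay system = human phosphomannose isomerase with PGI, G6PDH, diaphorase coupling enzymes | quantity = 15 ng/mL PMI | incubation = enzyme reaction with compound 20 min at room temperature | medium = HEPES pH 7.4 buffer with MgCl2 and Tween-20 | compound dosing = one concentration, 20 µM, in 1% DMSO | measured by = Diaphorase-driven resazurin-to-resorufin fluorescence, excitation 544, emission 590 nm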
# PMI act = activators of human phosphomannose isomerase. P34949. purified human PMI, coupled resazurin fluorescence, 20 min; stronger effect = higher value; 1 = vehicle control, 0 substrate-free wells. activation factor at 20 µM. actives 0.005% (n = 190,000);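 active = activation factor of 2 or more at 20 µM, relative to plate controls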
# S1P3 antagonist = antagonists of human S1P3 receptor | CHO S1P3 NFAT-BLA reporter, FRET fluorescence, antagonist mode | inhibition, % at 4.98 µM | actives 0.27% (n = 170,000) | Q99500;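 active = inhibition above the plate cutoff, the mean inhibition of test wells on that plate plus 3 SD, cut at about 28% in these data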;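 also: cells challenged with S1P at its EC80 of 0.8 µM; blue over green emission ratio from cleaved BLA substrate after 4 h stimulation; 0% = S1P-stimulated wells and 100% = unstimulated DMSO-only wells; some compounds past the cut are filed as inactive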
# Target sequence (Q99500 whole entry, looked up): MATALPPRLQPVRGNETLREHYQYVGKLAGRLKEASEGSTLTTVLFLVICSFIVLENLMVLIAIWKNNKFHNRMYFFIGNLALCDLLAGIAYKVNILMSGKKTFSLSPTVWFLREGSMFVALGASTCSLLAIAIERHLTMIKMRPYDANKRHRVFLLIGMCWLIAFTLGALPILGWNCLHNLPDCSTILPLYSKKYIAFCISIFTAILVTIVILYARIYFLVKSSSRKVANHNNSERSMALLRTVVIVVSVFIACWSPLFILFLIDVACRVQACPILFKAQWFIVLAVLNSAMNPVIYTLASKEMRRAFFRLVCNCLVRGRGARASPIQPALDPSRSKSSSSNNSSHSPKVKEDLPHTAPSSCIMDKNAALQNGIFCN
# TNAP inh noacc = inhibitors of human TNAP without phosphate acceptor. inhibition, % at 20 µM. actives 0.26% (n = 200,000). purified TNAP, CDP-star luminescence, 30 min. P05186;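 active = tissue-nonspecific alkaline phosphatase inhibition above about 50% at 20 µM in the single-dose screen, limit read from the data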;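 also: 0% = DMSO negative control and 100% = EDTA positive control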
# HMGR II inh = E. faecalis class II HMG-CoA reductase inhibition; actives 0.41% (n = 190,000); inhibition, % at 10 µM; purified E. faecalis HMGR, NADPH absorbance 340 nm kinetic;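 active = inhibition above a set limit, the median over all tested compounds plus 3 SD, cut at about 9.5% in these data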;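 also: enzyme runs in reverse so mevalonate oxidation gives rising NADPH absorbance; 0% = complete reaction with DMSO and 100% = background rate lacking mevalonate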
# Lmaj promast = Leishmania major promastigote growth inhibition; Leishmania major promastigotes, resazurin fluorescence viability; inhibition, % at 10 µM; actives 9% (n = 200,000); in the data active = inhibition above about 50%;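 also: promastigotes grown with compound for 44 hours at 28 °C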
# Redox H2O2 prof = compounds producing H2O2 with reducing agent – biochemical, NIH compound library profiling, artefact control for MLSCN library redox annotation, primary screen. DTT-dependent redox cycling H2O2, phenol red/HRP absorbance; 100% = 100 µM peroxide control, 0% = buffer. activation, % at 10 µM. actives 0.03% (n = 200,000). AID 878;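 active = activation of at least 50% relative to the plate's high and low controls in the primary single-dose screen; inactive = activation below 50%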;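 also: compound incubated with DTT at 0.8 mM final as the reducing agent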
# Hsp70 act = Hsp70 transcriptional activation, primary screen. AID 1203. activation, % at 10 µM. actives 0.04% (n = 200,000). HeLa Hsp70 promoter luciferase reporter, luminescence; scaled: vehicle 0, proteasome-inhibitor control 100%;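 active = activation above the mean across all tested compounds plus 3 SD, cutoff set per campaign, cut at about 5.5% in these data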;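 also: 100% = MG132 at 30 µM as the positive control and 0% = DMSO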
# * = called active by the depositor; nt = not tested or not shown.
SMILES,RAM inhibit,TNAP inh hi DEA,PMI act hi M6P,PMI act,S1P3 antagonist,TNAP inh noacc,HMGR II inh,Lmaj promast,Redox H2O2 prof,Hsp70 act
Cc1ccc2[nH]c(C(=O)O)c(-c3ccccc3)c2c1,1.8,-3,1,1,-23,-13,1,-6,2.0,0.0
CCOC(=O)C(CC)/C(C)=N\NC(=O)c1ccccc1O (stereo unspecified),0.8,5,1.2,1,11,0,-9,43,-0.2,-0.1
CC1CN(c2cc(=O)n(-c3ccc(Cl)cc3)c(=O)[nH]2)CC(C)O1 (stereo unspecified),4.8,0,1,1.1,0,-5,-5,-6,-1.1,-0.3
Cc1ccc(/C=N/NC(=O)c2ccc3nc[nH]c3c2)s1,-0.6,-1,1,1,2,-35,0,9,-0.5,-0.1
CCC(CC)C(=O)Nc1nnc(SCC(=O)NC(C)(C)C)s1,1.6,-4,1,1.1,5,-8,-2,-9,0.0,0.0
Oc1ccc(/C=N/N2CCOCC2)c(O)c1O,0.3,0,0.3,0.3,-13,4,5,-7,-0.5,0.6
CC(C)c1cc(C(=O)NCCc2ccccc2)no1,1.4,-6,1.1,1.1,-1,-8,-1,-4,-0.3,0.1
CCCC(=O)N(c1ccc(OC)cc1)C1C=CS(=O)(=O)C1 (stereo unspecified),0.6,-4,1,1,-24,-13,-12,-5,0.5,-0.3
O=C(Nc1ccc2nc(-c3cccs3)[nH]c2c1)c1ccco1,1.6,-1,1,1.1,6,-11,-5,34,0.5,0.1
COc1ccc2nc(C)cc(SCC(=O)N/N=C/c3c(OC)ccc4ccccc34)c2c1,0.5,-3,1,0.9,-7,-9,-1,71*,0.4,-0.1
N#CC1=C2SCN(Cc3ccccc3)CN2C(=O)CC1c1ccc2c(c1)OCO2 (stereo unspecified),1.6,-1,0.5,0.4,11,-4,1,2,0.4,0.0
NC(=O)C(c1cccc(Cl)c1)c1ncc(C(F)(F)F)cc1Cl (stereo unspecified),-0.5,-4,1.1,1,nt,-9,2,-5,1.8,-0.2
COc1ccc(C(CC(=O)O)n2cnnn2)cc1 (stereo unspecified),0.8,-5,1.1,1.1,1,-3,4,-3,1.8,-0.2
CCOC(=O)c1cc2c(=O)n3ccccc3nc2n(CC2CCCO2)c1=NC(=O)/C=C/c1ccccc1 (stereo unspecified),2.7,2,0.9,0.9,-15,1,-4,44,0.4,-0.2
Cc1cccc(C(=O)Nc2ccccc2N2CCN(c3ccc(F)cc3)CC2)c1,2.3,-5,1,1.1,nt,-10,4,15,1.0,0.1
Cc1occc1-c1nnc(SCC(=O)c2ccc(Cl)cc2)n1CC1CCCO1 (stereo unspecified),3.5,-2,1.1,1.1,-23,-9,-2,2,0.8,-0.2
CN1CCN(C(=O)C2=C[C@H](c3ccc(Br)cc3)C[C@H](OCCCCO)O2)CC1,-0.4,-10,0.9,1,-8,-14,2,-2,0.3,-0.1
COC(=O)COc1ccc(S(=O)(=O)Nc2ccc3c(c2)OCCO3)cc1Cl,4.0,-2,0.9,0.9,-22,-8,-2,-3,2.3,-0.5
O=C(/C=C/c1ccc(Cl)cc1)NCc1ccco1,-0.4,-6,1,1,-3,-7,3,51*,0.2,0.1
CC1CCCCN1C(=O)CSc1nc(-c2ccccc2)cn1N (stereo unspecified),0.9,-8,1.1,1.2,-13,-6,1,-1,0.3,0.7
CCCCCCCCCC(=O)Nn1cnc2ccccc2c1=O,0.0,-8,0.9,0.9,-1,-16,-3,-6,-1.5,0.0
CN(C)CCCN1C(=O)C(=O)/C(=C(/O)c2ccc3c(c2)OCO3)C1c1ccco1 (stereo unspecified),nt,nt,nt,nt,-20,nt,nt,-2,4.2,-0.4
Cc1nnc(SCc2cccc(CSc3nnc(C)s3)c2)s1,2.1,1,1,1,nt,4,-7,7,0.2,-0.2
CCOc1ccc(C(=O)NCC(=O)OCC(=O)N2CCC(C)CC2)cc1,0.5,-6,1,1,nt,-10,-1,-4,0.4,-0.3
CC1CCCCN1C(=O)c1cccc(NC(=O)c2ccccc2)c1 (stereo unspecified),-1.1,-3,1,1,-16,-9,-4,1,0.1,-0.3
CCn1c(CCCOc2ccc(Cl)cc2Cl)nnc1SCC(=O)Nc1cccc(F)c1,4.3,-2,1,1,nt,-5,0,-6,-2.8,-0.1
CCN(CC)S(=O)(=O)c1cccc(-c2n[nH]c(=S)n2/N=C/c2ccc(Br)cc2)c1,4.4,8,1.1,1,-27,-34,-4,-13,-0.1,-0.1
Cc1ccc2c(c1)nnn2C1CCN(S(=O)(=O)c2ccc(C(=O)O)cc2)CC1,4.0,-7,1,1,6,-12,4,-4,-0.2,-0.2
CCN(CCO)Cc1cc(=O)oc2c(C)c(C)ccc12,0.5,-1,0.9,1,-16,-3,3,-6,-0.4,-0.1
O=C(CSc1nc2ccccc2s1)Nc1ccc(N2CCOCC2)c(Cl)c1,4.7,-1,1,0.9,1,-16,-5,-5,0.8,-0.4

# 5 consecutive records from above:
SMILES,RAM inhibit,TNAP inh hi DEA,PMI act hi M6P,PMI act,S1P3 antagonist,TNAP inh noacc,HMGR II inh,Lmaj promast,Redox H2O2 prof,Hsp70 act
CCCCCCCCCC(=O)Nn1cnc2ccccc2c1=O,0.0,-8,0.9,0.9,-1,-16,-3,-6,-1.5,0.0
CN(C)CCCN1C(=O)C(=O)/C(=C(/O)c2ccc3c(c2)OCO3)C1c1ccco1 (stereo unspecified),nt,nt,nt,nt,-20,nt,nt,-2,4.2,-0.4
Cc1nnc(SCc2cccc(CSc3nnc(C)s3)c2)s1,2.1,1,1,1,nt,4,-7,7,0.2,-0.2
CCOc1ccc(C(=O)NCC(=O)OCC(=O)N2CCC(C)CC2)cc1,0.5,-6,1,1,nt,-10,-1,-4,0.4,-0.3
CC1CCCCN1C(=O)c1cccc(NC(=O)c2ccccc2)c1 (stereo unspecified),-1.1,-3,1,1,-16,-9,-4,1,0.1,-0.3

# (list continues)
SMILES,RAM inhibit,TNAP inh hi DEA,PMI act hi M6P,PMI act,S1P3 antagonist,TNAP inh noacc,HMGR II inh,Lmaj promast,Redox H2O2 prof,Hsp70 act
COc1cccc(Nc2ccccc2C(=O)O)c1,-1.6,-6,1,1.1,-21,-10,-5,-4,-0.9,-0.3
CC(=O)Nc1ccc(S(=O)(=O)N(C)CC(=O)OCC(=O)N2CCc3ccccc32)cc1,-0.5,0,1,1,nt,-2,-3,-3,-1.2,-0.1
COC(=O)NCC(c1cccnc1)N1CCN(c2ccccc2)CC1 (stereo unspecified),0.3,-6,1.1,1.2,-16,-14,-6,45,-0.3,0.1
CCCC(O)(CCC)C(=O)NN(C(=O)CCl)c1cccc(C)c1,0.4,1,1.1,1.1,7,-1,-4,83*,-0.1,-0.1
Cc1cccc(NC(=O)CCC(=O)N/N=C/c2ccco2)c1,1.2,0,1,0.9,-4,-12,-1,-7,-0.6,-0.2
COC(=O)c1scc(C)c1NC(=O)C1CCCCC1,3.3,-7,1,1.1,nt,-11,2,19,-7.7,-0.3
COc1cccc(CC2(CO)CCCN(Cc3nc(-c4cccs4)oc3C)C2)c1 (stereo unspecified),-0.2,-7,0.9,0.9,-8,-8,-1,3,-0.4,0.0
Cc1nc(N2CCCCC2)sc1C=O,1.1,0,1,1,-22,-5,-12,6,0.1,0.0
Cc1ccc(C(=O)Nc2ccc(Cl)cc2C(F)(F)F)c(Cl)c1,0.7,6,1,0.9,-6,-10,0,-4,-0.1,0.3
N=C1C(c2nc3ccccc3s2)=C(O)CN1Cc1ccco1,4.7,-3,0.9,0.9,-12,-8,-3,23,0.5,0.1
CCCCOC(=O)Nc1ccc(C)c(Cl)c1,0.4,0,0.9,0.8,nt,-8,0,1,1.9,0.1
Cc1ccnc(NC(=O)CCCc2ccccc2)c1,-0.7,-1,0.9,0.9,2,-8,-2,1,-0.7,0.5
C#CC(CC)(CC)NC(=O)Nc1ccccc1C(=O)OC,2.9,-1,0.4,0.9,1,-12,2,-1,-0.2,0.2
Cc1cc(=O)cc(C)n1-c1ccccc1N1CCOCC1,0.3,-5,1,1,2,-19,0,0,2.4,-0.2
N#Cc1c(C(F)(F)F)cc(C2CC2)nc1N1CCCC1,14*,-5,0.9,1,nt,7,-2,-1,-8.1,-0.2
CC1=C(CC(=O)c2ccccc2)C(=O)c2ccccc2C1=O,3.1,1,1.1,1.2,nt,-3,0,94*,2.1,-0.2
Cc1noc(C)c1COC(=O)[C@H](C)NS(=O)(=O)c1ccc(Cl)c(Cl)c1,0.0,-1,1,1,nt,1,-3,73*,0.0,-0.3
CCC(C)(NC(=O)CNC(C)=O)C(=O)NC1CCCCC1 (stereo unspecified),-0.3,-8,1,1,nt,-15,nt,-3,0.2,-0.3
CCOC(=O)N1CCN(C(=O)CCC(=O)N2CCOc3ccc(C)cc32)CC1,1.7,-3,1,1,-9,-14,2,-6,-1.9,-0.3
COc1ccc(C(=O)NCCCc2nc3ccccc3n2Cc2ccccc2C)cc1OC,0.7,-4,0.9,1.1,-7,-3,6,77*,0.5,-0.2
COc1ccc(CCNC(=O)Cn2nnc(-c3ccc(N4CCOCC4)cc3)n2)cc1OC,2.0,-6,1,1,-28,-13,-3,-1,1.4,0.1
COc1ccccc1N1CCN(C(=O)CCCCn2c(=O)[nH]c3ccsc3c2=O)CC1,0.0,-5,1,1,-16,17,-9,-3,-1.4,nt
CCOC(=O)c1c(C)n(C)c2cc(CN(C)C)c(O)c(S(=O)(=O)c3ccccc3)c12,1.1,-4,1,1.2,-4,-6,-2,-2,-1.1,0.0
COc1ccc(C(C)=O)cc1CN1C(=O)NC(CC(C)C)C1=O (stereo unspecified),0.4,-2,0.9,1,1,3,-4,-7,0.4,0.2
Cc1ccc(-n2c(Cc3cccn3C)nnc2SCC(=O)Nc2ccc3c(c2)OCO3)cc1,7.1,-6,1,0.9,22,-13,-5,36,-1.2,-0.2
CN(Cc1ccccc1)C(=O)[C@H]1CCC(=O)N1Cc1ccco1,0.7,2,1.1,1,nt,-5,-5,-4,5.9,-0.2
Cc1ccc2c(c1)N(CCCC(=O)NCCC1=CCCCC1)C(=O)CO2,3.5,-1,0.9,0.9,-15,-6,-4,7,0.0,-0.3
CC(SCc1ccccc1)C(=O)NC1CCCC1 (stereo unspecified),2.4,-1,1,1,4,-1,2,-2,-0.5,0.1
CS(=O)(=O)N1CCN(S(=O)(=O)c2ccccc2[N+](=O)[O-])CC1,-0.2,-7,0.9,0.9,-12,-11,3,-3,-1.4,-0.2
